CHO-K1 Ca ag – counter-screen for M1 agonists: effect in parental CHO-K1 cells; activation, % at 3 µM; Fluo-8 calcium fluorescence; scaled to maximal ATP response, vehicle zero; actives 0.48% (n = 360,000); in the data active means activation above about 15%;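 further: untransfected CHO-K1 host cells lacking M1 receptor as counterscreen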
M1 ag – human M1 muscarinic receptor agonism; P11229; CHO-K1 hM1, Fluo-8 calcium fluorescence, agonist mode; 0% DMSO, 100% acetylcholine EC100; activation, % at 3 µM; actives 0.33% (n = 360,000); AID 588814;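 active means activation above the run's mean compound activation plus 3 SD, cut at about 16% in these data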;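 further: peak over basal fluorescence ratio within a 140 s kinetic read after compound addition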
CHRM4 agonist – agonists of human muscarinic M4 receptor (CHRM4); activation, % at 3 µM; actives 0.14% (n = 360,000); P08173; CHO-K1 hM4/Gqi5, Fluo-8 calcium fluorescence; vehicle 0%, full acetylcholine response 100%;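 active means activation above the run mean over all test wells plus 3 SD, cut at about 32% in these data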;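 further: peak over basal fluorescence ratio per well then scaled between controls; 0% = DMSO wells and 100% = acetylcholine at EC100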
Target sequence (P08173 whole entry, looked up): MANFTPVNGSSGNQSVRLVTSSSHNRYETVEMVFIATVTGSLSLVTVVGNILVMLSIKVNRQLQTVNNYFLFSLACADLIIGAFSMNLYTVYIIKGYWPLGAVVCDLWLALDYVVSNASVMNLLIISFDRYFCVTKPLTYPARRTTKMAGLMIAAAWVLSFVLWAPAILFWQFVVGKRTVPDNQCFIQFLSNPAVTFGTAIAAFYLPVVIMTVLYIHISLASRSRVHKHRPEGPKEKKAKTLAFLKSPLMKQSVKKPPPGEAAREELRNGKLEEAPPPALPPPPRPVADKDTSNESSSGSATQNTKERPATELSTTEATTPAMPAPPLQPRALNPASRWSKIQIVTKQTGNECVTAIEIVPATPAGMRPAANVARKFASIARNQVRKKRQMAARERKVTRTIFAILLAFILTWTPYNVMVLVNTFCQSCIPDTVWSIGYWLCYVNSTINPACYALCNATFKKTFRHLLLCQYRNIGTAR
CHO-K1 Ca antag – M1 antagonist counterscreen hit in parental CHO-K1 cells | ATP-induced calcium, Fluo-8 fluorescence | inhibition, % at 3 µM | actives 0.6% (n = 360,000) | AID 602250;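 active means inhibition above a per-plate cutoff, the plate's mean sample inhibition plus 3 SD, cut at about 24% in these data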;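 further: 0% = DMSO plus EC80 ATP and 100% = DMSO alone without ATP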
CHRM4 antagonist – antagonists of human muscarinic M4 receptor (CHRM4); P08173; CHO-hM4 cells, ACh EC80, Fluo-8 calcium fluorescence; inhibition, % at 3 µM; actives 0.73% (n = 360,000); AID 624125;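 active means inhibition above its plate's cutoff, the mean inhibition of sample wells plus 3 SD, cut at about 27% in these data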;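 further: 0% = acetylcholine EC80 with DMSO and 100% = DMSO without agonist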
M1 PAM – positive allosteric modulators of human M1 muscarinic receptor; P11229; CHO-K1 hM1, Fluo-8 calcium fluorescence, ACh EC20; 0% = ACh EC20, 100% = maximal ACh; activation, % at 3 µM; actives 0.088% (n = 360,000); AID 588819; in the data active means activation above about 19%, passing the limit was not always enough
OXTR potentiator – potentiators of human oxytocin receptor | activation, % at 3 µM | AID 2445 | P30559 | actives 0.061% (n = 320,000) | CHO-OTR cells, Fluo-8 calcium fluorescence, potentiator mode; 0% = oxytocin EC15, 100% = EC100;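 active means activation above that plate's cutoff, the mean activation of tested compounds plus 3 SD, cut at about 6.6% in these data, passing the limit was not always enough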;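 further: 100% uses oxytocin at 75 nM as the full agonist control; some results filed as inactive read as strong as hits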
Target sequence (P30559 whole entry, looked up): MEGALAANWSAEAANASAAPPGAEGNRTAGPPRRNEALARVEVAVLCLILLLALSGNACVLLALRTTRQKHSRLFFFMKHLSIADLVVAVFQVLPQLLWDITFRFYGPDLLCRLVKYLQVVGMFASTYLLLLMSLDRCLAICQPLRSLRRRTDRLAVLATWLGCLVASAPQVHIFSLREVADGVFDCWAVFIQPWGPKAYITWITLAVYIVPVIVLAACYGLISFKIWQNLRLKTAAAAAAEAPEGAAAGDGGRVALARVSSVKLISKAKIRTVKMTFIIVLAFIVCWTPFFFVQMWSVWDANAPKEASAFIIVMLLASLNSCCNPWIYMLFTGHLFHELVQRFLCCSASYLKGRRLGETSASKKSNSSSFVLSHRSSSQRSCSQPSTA
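Assay system: CHO-OTR cells, human receptor / Also added: oxytocin at about EC15, sub-maximal agonist stimulus / Dosing: single dose, 3.0 µM nominal final compound concentration / Incubation: 6 min pre-incubation, 100 s read / Technique: Fluo-8 calcium dye fluorescence / Read-out: % activation vs EC15 and EC100 oxytocin / Benchmarks: EC15 oxytocin low, 75 nM oxytocin high / Replicates: singlicate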
CHRM1 antagonist – human CHRM1 antagonism; P11229; actives 1.3% (n = 360,000); inhibition, % at 3 µM; CHO-K1 hM1, Fluo-8 calcium fluorescence, ACh EC80 antagonist; AID 588852;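 active means percent inhibition above its own plate's cutoff, namely the mean of that plate's compound wells plus 3 SD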;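 further: peak over basal fluorescence ratio during 140 s after agonist addition; 0% = ACh EC80 plus DMSO and 100% = DMSO alone without agonist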
CHO parental Ca – counter-screen: ATP calcium response change in parental CHO cells. parental CHO-K1, ATP-induced calcium, Fluo-8 fluorescence. inhibition, % at 5.6 µM. actives 0.63% (n = 330,000). AID 463079;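 active means inhibition above that plate's mean sample inhibition plus 3 SD, cut at about 26% in these data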;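 further: 0% = ATP-challenged DMSO wells and 100% = DMSO wells without ATP; some compounds past the cut are filed as inactive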
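Assay system – parental CHO cells · Reagent – ATP stimulus · Detection – intracellular calcium via Fluo-8 no-wash fluorescent dye · Evaluation – percent inhibition of ATP-evoked calcium rise, normalized to controls · Controls – ATP wells versus no-ATP DMSO wells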
Active calls of the source: *; nt = no result given.

SMILES | CHO-K1 Ca ag | M1 ag | CHRM4 agonist | CHO-K1 Ca antag | CHRM4 antagonist | M1 PAM | OXTR potentiator | CHRM1 antagonist | CHO parental Ca
Cc1ccc(C)c(N2CCN(C(=O)CCCn3c(=S)[nH]c4cc5c(cc4c3=O)OCO5)CC2)c1 | -0.3 | -1 | -1 | -1 | 6 | 9 | -10 | -4 | -19
C=CCNC(=O)COC(=O)c1ccc(Cl)c(S(=O)(=O)N(Cc2ccccc2)c2ccccc2)c1 | 0.8 | -8 | 1 | -5 | -1 | -9 | -11 | 4 | -9
O=C(N[C@@H](Cc1ccccc1)C(=O)OCC(=O)N1CCOCC1)c1cccs1 | 3.4 | -1 | 5 | -11 | 1 | 0 | 0 | 2 | -6
CCN(c1ccccc1)S(=O)(=O)c1ccc(C(=O)N(CCCN(C)C)c2nc3cc4c(cc3s2)OCO4)cc1 | 7.1 | -6 | 10 | 5 | 20 | -16 | -15 | 30 | -17
CCOC(=O)C1=NN(C(C)=O)C2(CC(=O)N(c3ccc(C)c(C)c3)C2=O)C1 (stereo not given) | 0.2 | -6 | 1 | 9 | 7 | 4 | -4 | -12 | 6
Cc1oc2nc(SCCCC(=O)NCCCO)nc(N)c2c1C | 0.9 | 3 | 0 | -1 | 2 | 3 | -3 | -14 | 5
COc1ccc(N(CC(=O)NCc2ccc(F)cc2)S(=O)(=O)c2c(C)noc2C)cc1 | 1.6 | -3 | 3 | -13 | -16 | 0 | -12 | -7 | -13
CC(NC(=O)CC1Sc2ccccc2NC1=O)c1ccccc1 (stereo not given) | -0.9 | -10 | -2 | -6 | -12 | 13 | -8 | -11 | -11
CN1C(=O)[C@@H]2C[C@@]3([C@@]45C[C@H]6C(=O)N(C)[C@@H](Cc7ccccc7)C(=O)N6[C@@H]4Nc4ccccc45)c4ccccc4N[C@H]3N2C(=O)[C@@H]1Cc1ccccc1 | 0.4 | -5 | 1 | -10 | -4 | 0 | 0 | 2 | -31
O=C(Nc1cc(C(F)(F)F)ccc1Cl)c1cccnc1 | 0.6 | -5 | 0 | -14 | -26 | 3 | -6 | 0 | -4
CCCn1c(SCC(=O)N2c3ccc(F)cc3CCC2C)nnc1-c1ccccn1 (stereo not given) | -0.2 | -3 | 1 | 0 | -2 | 4 | -14 | -9 | -8
COc1ccc(C(CNC(=S)NCc2ccccc2)N2CCCC2)cc1 (stereo not given) | 4.3 | -4 | 4 | -8 | 5 | -11 | -3 | 13 | -16
Cc1onc(-c2ccccc2Cl)c1C(=O)N1CC(C)CC(C)C1 (stereo not given) | 0.8 | -5 | 1 | -10 | 0 | 4 | -19 | -5 | -16
CCOC(=O)C1(C)CCCCN1C(=O)c1cccnc1 (stereo not given) | 0.8 | 3 | 1 | -8 | -16 | 27* | nt | -33 | nt
COc1ccc(O)c(-c2cc(C(F)(F)C(F)F)nc(-c3ccccc3)n2)c1 | 1.3 | -4 | 0 | -5 | -5 | 12 | 2 | -3 | -6
CC(C)(C)OC(=O)C[C@@H]1C/C=C\C[C@H](CC(=O)NCCO)C(=O)N2CCC[C@H]2COC1=O | 0.3 | -2 | 0 | -12 | 10 | 12 | -2 | -5 | 8
CC1CCCN(C(=S)NC2CCCC2)C1 (stereo not given) | 0.2 | -13 | 1 | -4 | -3 | 12 | -8 | -10 | -6
CN(C)Cc1c(O)ccc2occ(C(=O)c3ccc(F)cc3)c12 | 0.8 | -4 | 0 | -5 | -6 | 9 | -2 | -9 | -13
Cc1ccc(C2CCN(C(=O)Nc3ccccc3)C2)cc1 (stereo not given) | 0.3 | -3 | 1 | -2 | 12 | 2 | -12 | -6 | -4
O=C(NC1CCCCC1)NC1CCN(S(=O)(=O)Cc2ccccc2)CC1 | 0.0 | -1 | 0 | -6 | 10 | 7 | -6 | -10 | 4
CCc1ccccc1-n1c(SCC(=O)Nc2ccc3c(c2)OCCO3)nc2[nH]ncc2c1=O | 0.3 | -5 | -1 | 6 | 8 | -2 | -5 | 5 | -18
CCCC(=O)N1CCCC1(C)C(=O)NCc1c(F)ccc(C)c1F (stereo not given) | 0.4 | -4 | 1 | -7 | -8 | 3 | nt | -9 | nt
COCCCN(CC(=O)Nc1ccc(N2CCOCC2)cc1)S(=O)(=O)c1ccc(Cl)cc1 | 2.2 | -4 | 2 | -3 | 6 | 2 | -14 | -3 | 1
Clc1cccc(Cl)c1COc1ccccn1 | 0.3 | -3 | 1 | -3 | -1 | 2 | -3 | 6 | 2
CCCCn1nnnc1C(c1ccccc1)N1CCN(c2c(Cl)cncc2Cl)CC1 (stereo not given) | 1.5 | nt | 2 | -13 | -15 | nt | nt | nt | nt
More compounds follow.
SMILES | CHO-K1 Ca ag | M1 ag | CHRM4 agonist | CHO-K1 Ca antag | CHRM4 antagonist | M1 PAM | OXTR potentiator | CHRM1 antagonist | CHO parental Ca
O=C(Nc1cccc(S(=O)(=O)C(F)(F)F)c1)[C@@H]1O[C@H](CO)[C@@H](O)[C@H]1O | -0.3 | -2 | 0 | 12 | 8 | 7 | nt | -10 | nt
Oc1ccc(Nc2ccc3ccccc3c2)cc1 | 0.0 | 2 | 6 | -3 | 2 | 3 | nt | -6 | nt
O=C(c1ccc2c(c1)OCO2)C1CCCN(Cc2ccc3cccc(F)c3n2)C1 (stereo not given) | 1.0 | -11 | 2 | -4 | -10 | -28 | -5 | 21 | -8
CCOc1nc(C)ccc1-c1noc(CC)n1 | -0.2 | -2 | 0 | 21 | 3 | 12 | 4 | -12 | 12
O=C(CN1CCN(C(=O)CN2C(=O)NC3(CCCC3)C2=O)CC1)Nc1cccc(F)c1 | 0.1 | -3 | 0 | -16 | 5 | 3 | -6 | -4 | -2
Cc1c(Br)c([N+](=O)[O-])nn1CCCC(=O)Nc1sc2c(c1C(N)=O)CCC(C)C2 (stereo not given) | -0.5 | -4 | 1 | -5 | -10 | 4 | 0 | -15 | -15
O=C(/C=C/c1ccc(Cl)c([N+](=O)[O-])c1)Nc1cccc(NC(=O)c2ccco2)c1 | 6.8 | -3 | 13 | 28* | 17 | -23 | -16 | 34* | 7
CCOC(=O)c1ccc(N2CSC3=C(C#N)C(c4ccc(OC)cc4OC)CC(=O)N3C2)cc1 (stereo not given) | -0.5 | -1 | 1 | 7 | -7 | 13 | -2 | -7 | 0
Cn1nc(C(F)(F)F)c(-c2ccc(F)cc2)c1NC(=O)c1ccco1 | 1.2 | -2 | 0 | -12 | 5 | 24 | -11 | -20 | -6
O=C(O)c1nnn(-c2ccc(F)cc2F)c1-c1ccccc1 | 1.0 | -2 | 0 | -5 | 2 | 2 | -4 | 2 | 2
O=C(Nc1ccc2c(c1)nc1n2CCN(C2CCCCC2)C1)c1ccco1 | 0.7 | -6 | 1 | -10 | -11 | 5 | nt | -3 | nt
COc1ccc(N2CCC(CNC(=S)Nc3cc(C)cc(C)c3)C2)cc1 (stereo not given) | 0.3 | -5 | 2 | -10 | -8 | -3 | -7 | -1 | -9
Cc1c(NC(=O)c2cc(C3CC3)on2)c(=O)n(-c2ccccc2)n1C | 0.7 | -10 | 0 | -9 | -6 | 4 | 0 | -4 | -7
O=C(/C=C/NCc1cccnc1)c1ccc(-c2ccccc2)cc1 | 1.4 | -2 | 2 | -9 | -5 | 2 | -7 | -9 | -3
OC(c1ccccc1)c1nc(/C=C/c2ccc(C(F)(F)F)cc2)cs1 (stereo not given) | 0.2 | -1 | 1 | -10 | -5 | 7 | nt | -7 | nt
COc1cc2[nH]c(=O)n(CCCCCC(=O)NC3CCCC3)c(=O)c2cc1OC | 0.3 | -6 | 1 | -11 | 4 | 14 | 2 | -8 | 3
C=CCSc1nc(N2CCOCC2)c2c(c1C#N)CC(C)(C)N(C)C2 | 0.2 | -7 | 2 | -13 | -11 | -4 | -7 | 3 | -10
O=C(Nc1cc(S(=O)(=O)N2CCOCC2)ccc1Cl)C(=O)c1c(-c2ccccc2)cc2ccccn12 | 0.8 | -4 | 1 | -6 | -2 | 6 | 1 | -4 | -14
COc1ccc(NS(=O)(=O)c2cc([N+](=O)[O-])ccc2N/N=C/c2c(C)[nH]c3ccccc23)cc1 | 1.1 | -2 | 1 | -5 | 3 | 2 | nt | -7 | nt
Cc1c(N/N=C(\C#N)C(=O)c2ccccc2)c(=O)n(-c2ccccc2)n1C | 0.9 | -5 | 2 | 0 | -13 | 1 | nt | -1 | nt
CCN(CC)C(=O)C(=O)c1cn(CC(=O)N2CCc3ccccc3C2)c2ccccc12 | 1.3 | -3 | 2 | -8 | 6 | 6 | -4 | -5 | -14
Cc1nn(-c2ccc(F)cc2)c(Cl)c1/C=C(/CCC(=O)O)c1nc2ccccc2s1 | 3.1 | 1 | 11 | -4 | -2 | 11 | nt | -16 | nt
CCn1c(N2CCN(S(=O)(=O)c3ccccc3)CC2)nc2ccccc21 | 7.4 | -4 | 15 | -3 | -2 | -3 | -20 | -5 | -12
COc1ccc(-c2cn[nH]c2-c2ccc(OCc3ccc([N+](=O)[O-])cc3)cc2O)cc1OC | 3.1 | -1 | 5 | -6 | 12 | 4 | -4 | -3 | -6

Arranged by length of the SMILES (rising): 9 of the compounds above.
SMILES | CHO-K1 Ca ag | M1 ag | CHRM4 agonist | CHO-K1 Ca antag | CHRM4 antagonist | M1 PAM | OXTR potentiator | CHRM1 antagonist | CHO parental Ca
CCOc1nc(C)ccc1-c1noc(CC)n1 | -0.2 | -2 | 0 | 21 | 3 | 12 | 4 | -12 | 12
C=CCSc1nc(N2CCOCC2)c2c(c1C#N)CC(C)(C)N(C)C2 | 0.2 | -7 | 2 | -13 | -11 | -4 | -7 | 3 | -10
CCn1c(N2CCN(S(=O)(=O)c3ccccc3)CC2)nc2ccccc21 | 7.4 | -4 | 15 | -3 | -2 | -3 | -20 | -5 | -12
Cc1nn(-c2ccc(F)cc2)c(Cl)c1/C=C(/CCC(=O)O)c1nc2ccccc2s1 | 3.1 | 1 | 11 | -4 | -2 | 11 | nt | -16 | nt
Cc1c(Br)c([N+](=O)[O-])nn1CCCC(=O)Nc1sc2c(c1C(N)=O)CCC(C)C2 (stereo not given) | -0.5 | -4 | 1 | -5 | -10 | 4 | 0 | -15 | -15
O=C(/C=C/c1ccc(Cl)c([N+](=O)[O-])c1)Nc1cccc(NC(=O)c2ccco2)c1 | 6.8 | -3 | 13 | 28* | 17 | -23 | -16 | 34* | 7
COc1ccc(-c2cn[nH]c2-c2ccc(OCc3ccc([N+](=O)[O-])cc3)cc2O)cc1OC | 3.1 | -1 | 5 | -6 | 12 | 4 | -4 | -3 | -6
O=C(Nc1cc(S(=O)(=O)N2CCOCC2)ccc1Cl)C(=O)c1c(-c2ccccc2)cc2ccccn12 | 0.8 | -4 | 1 | -6 | -2 | 6 | 1 | -4 | -14
COc1ccc(NS(=O)(=O)c2cc([N+](=O)[O-])ccc2N/N=C/c2c(C)[nH]c3ccccc23)cc1 | 1.1 | -2 | 1 | -5 | 3 | 2 | nt | -7 | nt
